Source: PubChem (SRMLSC)
SK-BR-3 tox 24h: SK-BR-3 proliferation inhibitors, primary screen, cell-based, human, 24 h; SK-BR-3 viability, CellTiter-Glo ATP luminescence; hits give low values; viability, % at 10 µM; 0.47% of 41,000 active; AID 847, 2007;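 active = viability at or below the median of all test compounds minus 3 SD, in both replicates if run twice, cut at about 45% in these data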;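 also: 100% = median untreated cell wells and 0% = median positive control drug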
* marks the source's active call; other numbers are inactive results.

SMILES | SK-BR-3 tox 24h
CCOC(=O)C1CCCN(C(=O)c2cc3c(=O)n4cccc(C)c4nc3n2C)C1 (stereo not given) | 82
CCN(CC)CCOc1nc(C)nc2c1oc1ccccc12 | 104
COc1cccc(-n2c(SC)nnc2-c2cnccn2)c1 | 92
CC(=O)[C@@H]1[C@@H]2C(=O)N(c3ccc(F)c(Cl)c3)C(=O)[C@@H]2C2c3ccccc3C=CN21 (stereo not given in full) | 86
Cc1cc(C(=O)NCc2cccnc2)no1 | 100
Cc1ccccc1NC(=O)c1c(F)c(F)c(F)c(F)c1F | 81
O=C(CSc1nnc2scc(-c3ccccc3)n12)N1CCN(Cc2ccccc2)CC1 | 103
O=c1c(-c2ccc3c(c2)OCCO3)c(C(F)(F)F)oc2cc(O)cc(O)c12 | 98
COc1ccc(-n2c(=O)c3ccccc3n(CC(=O)NC3CCCC3)c2=O)cc1 | 82
COc1ccc(NC(=O)c2oc3cc(C)c(C)cc3c2C)c(OC)c1 | 94
COc1ccccc1-c1nnc(SCCN2CCOCC2)n1-c1ccc(C)cc1 | 104
CSc1nc2sc3c(c2c2nnnn12)CCCC3 | 112
CN(C)C(=O)CSc1nnc(CCNC(=O)OC(C)(C)C)o1 | 85
COc1cccc(C2=CC(c3cc(OC)ccc3OC)n3nnnc3N2)c1 (stereo not given) | 64
Cc1ccccc1NC(=O)c1ccccc1 | 88
COc1ccc(C)cc1NC(=O)CN(c1ccccc1F)S(C)(=O)=O | 98
O=S(=O)(/N=C(/Nc1cc(N2CCOCC2)ncn1)c1ccc(F)cc1)c1ccccc1 | 74
COc1cc(C2C(C(=O)c3ccco3)=C(O)C(=O)N2c2cc(C)on2)cc(Br)c1O (stereo not given) | 92
O=C(CC1SC(=Nc2ccccc2)N(CCCO)C1=O)Nc1ccc(Cl)cc1 (stereo not given) | 88
Cn1c(SCc2ccccc2Cl)nnc1-c1cnccn1 | 97

The last 6 entries of the section above come first, to join the parts.
SMILES | SK-BR-3 tox 24h
Cc1ccccc1NC(=O)c1ccccc1 | 88
COc1ccc(C)cc1NC(=O)CN(c1ccccc1F)S(C)(=O)=O | 98
O=S(=O)(/N=C(/Nc1cc(N2CCOCC2)ncn1)c1ccc(F)cc1)c1ccccc1 | 74
COc1cc(C2C(C(=O)c3ccco3)=C(O)C(=O)N2c2cc(C)on2)cc(Br)c1O (stereo not given) | 92
O=C(CC1SC(=Nc2ccccc2)N(CCCO)C1=O)Nc1ccc(Cl)cc1 (stereo not given) | 88
Cn1c(SCc2ccccc2Cl)nnc1-c1cnccn1 | 97
CCOC(=O)c1c(NC(=O)c2nn(CC)cc2Br)c(C#N)nn1-c1ccccc1 | 88
COc1cc(NC(=O)Cn2nnc(-c3ccccc3N)n2)cc(OC)c1 | 63
COC(=O)c1ccc(NC(=O)C2CC(=O)N(c3cc(C)ccc3C)C2)cc1 (stereo not given) | 109
O=C(CCCNS(=O)(=O)c1cccc2nsnc12)NCc1ccccc1 | 75
COc1cc(N/C(=N/S(=O)(=O)c2ccccc2)c2ccccc2)ncn1 | 126
Oc1ccccc1-c1nc(NCC2CCCO2)c2ccccc2n1 (stereo not given) | 77
O=C(c1ccc2c(c1)OCO2)N1CCNc2ccccc2C1 | 96
Cc1cc(C)nc(N(C#N)S(=O)(=O)c2ccccc2)n1 | 95
COc1ccc(C2CC(C(F)(F)F)n3nc(C(=O)NCc4c(C)nn(C)c4C)c(Cl)c3N2)cc1 (stereo not given) | 90
CCOC(=O)c1c(CN2CCCCC2)oc2ccc(OC)cc12 | 116
COCCCn1c(-c2ccc(OC)cc2)nc2nc3ccccc3nc21 | 89
CCn1ncc(C(=O)Nc2ccc(S(=O)(=O)N3CCCC3)cc2)c1C | 58
CCCC(=O)N(Cc1cc2ccccc2[nH]c1=O)c1ccccc1OC | 97
O=C(N1CCCCC1)N1CCN(C(=O)N(c2ccccc2)c2ccccc2)CC1 | 78
Cc1n[nH]c(C)c1S(=O)(=O)N1CCCC(C(=O)NCC2COc3ccccc3O2)C1 (stereo not given) | 89
CCCc1cc(=O)oc2c(C)c3occ(C)c3cc12 | 99
Cc1cc(NC(=O)CSc2nnc(COc3ccccc3)o2)no1 | 87
CN1CCN(c2ccc(NC(=O)c3ccccc3Br)cc2)CC1 | 98
Cc1nc2sc(C(c3ccco3)N3CCN(c4cccc(Cl)c4)CC3)c(O)n2n1 (stereo not given) | 117
O=C(O)CCC(=O)c1cccc2ccccc12 | 90
O=C(NCc1ccccn1)C1CCCN(S(=O)(=O)c2ccc(Br)cc2)C1 (stereo not given) | 89
CCn1c(CNc2cccc(Cl)c2)nnc1SCc1ccccc1 | 37*
CCOc1cc(NC(=O)c2ccco2)c(OCC)cc1NC(=O)COc1ccccc1 | 90
O=C(Cc1ccccc1)Nc1c(C(=O)N2CCOCC2)cnn1-c1ccccc1 | 75
Cc1cc(C)c(S(=O)(=O)NCC2CCC(C(=O)NCCCN3CCOCC3)CC2)c(C)c1 (stereo not given) | 86
Cc1nc2cc(NC(=O)N3CC4(C)CC3CC(C)(C)C4)ccc2n1C (stereo not given) | 116
Cc1cc(S(=O)(=O)N2CCCC2)c(C)s1 | 96
CCNc1nc(SCc2ccccc2)nc(N2CCOCC2)n1 | 94
CCn1nc(NC(=O)c2ccco2)c2cc3ccc(C)cc3nc21 | 80
CS(=O)(=O)N1CCN(c2ccc(NC(=O)c3ccc(Br)o3)cc2)CC1 | 85
Nn1cnn(Cc2ccccc2)c1=S | 109
Cc1cc(C)c2nc(N3CCCC3)c(C#N)cc2c1 | 88
CN(C)CCN1C(=O)C(=O)/C(=C(/O)c2ccc(OCc3ccccc3)cc2)C1c1ccncc1 (stereo not given) | 81
COc1ccc(C(=O)NC(C)c2nc3ccccc3n2C)cc1OC (stereo not given) | 88
O=C(NC1CCCCC1)N1CCC(c2nc3ccc(Cl)cc3[nH]2)CC1 | 93
CCOC(=O)c1ccc(CSc2nncn2N)o1 | 76
CCC(=O)Nc1sc2c(c1C(N)=O)CCC2 | 94
Cc1ccc(-c2nnc(N3CCN(c4ccccn4)CC3)c3ccccc23)cc1 | 63
O=C(O)c1cc(S(=O)(=O)Nc2ccccc2C(=O)O)ccc1O | 94
Cc1cc(C(F)(F)F)nn1CC(=O)NCC1CCCO1 (stereo not given) | 74

The last seven entries of the section before lead into the next:
SMILES | SK-BR-3 tox 24h
COc1ccc(C(=O)NC(C)c2nc3ccccc3n2C)cc1OC (stereo not given) | 88
O=C(NC1CCCCC1)N1CCC(c2nc3ccc(Cl)cc3[nH]2)CC1 | 93
CCOC(=O)c1ccc(CSc2nncn2N)o1 | 76
CCC(=O)Nc1sc2c(c1C(N)=O)CCC2 | 94
Cc1ccc(-c2nnc(N3CCN(c4ccccn4)CC3)c3ccccc23)cc1 | 63
O=C(O)c1cc(S(=O)(=O)Nc2ccccc2C(=O)O)ccc1O | 94
Cc1cc(C(F)(F)F)nn1CC(=O)NCC1CCCO1 (stereo not given) | 74
COc1ccc(-c2nc3ccccc3c(=O)n2CCN2CCOCC2)cc1 | 83
Cc1ccc(Nc2nnns2)cc1C | 77
COc1cc(NS(=O)(=O)c2ccc(NC(=O)NC3CCCCC3)cc2)nc(OC)n1 | 92
COc1ccc(Cl)cc1N(CC(=O)N1CCC(C)CC1)S(C)(=O)=O | 121
CC1(C)OC(=O)C(=CNC(Cc2c[nH]c3ccccc23)C(=O)O)C(=O)O1 (stereo not given) | 121
COc1ccc(C(=O)N2CCN(C(=O)c3cc(OC)c(OC)c(OC)c3)CC2)cc1 | 116
O=C(Oc1cccc2cccnc12)c1ccc2c(c1)OCCO2 | 84
O=C1CC(c2cccc(Cl)c2)Cc2nc(N3CCOCC3)ncc21 (stereo not given) | 78
CCCC(=O)Nc1ccc(C(=O)n2nnc3ccccc32)cc1 | 81
CCOc1ccc(C2=Nn3c(nnc3-c3cccnc3)SC2)cc1 | 81
CCc1nnc(NC(=O)Cn2nnc(-c3ccccc3F)n2)s1 | 90
O=S(=O)(c1cccs1)N1CCC(Cc2ccccc2)CC1 | 93
CC(=O)Nc1ccc2oc(-c3cc(F)c(F)cc3Cl)nc2c1 | 96
Cc1cc(C)n(CCOC(=O)c2sc3ccccc3c2Cl)n1 | 89
Cc1cccc(N2CC(=O)N(c3cccc(C)c3)CC2=O)c1 | 72
CCOc1ccc(S(=O)(=O)N2CCC(C(N)=O)CC2)c2ccccc12 | 93
CCc1nnc(NC(=O)CSc2nnc(COc3ccccc3C)o2)s1 | 92
CCOCC(=O)Nc1nnc(COCC)s1 | 87
COc1cc(S(=O)(=O)N2CCC(N3CCCCC3)CC2)ccc1-n1cnnn1 | 83
CCOc1ccc(-c2nnn(CC(=O)N3CCN(c4ccc(F)cc4)CC3)n2)cc1OCC | 125
Cc1cc(OCC(=O)O)c2ccccc2n1 | 107
Cc1cc(=O)[nH]c2n[nH]c(-c3ccccc3)c12 | 91
CCN=C1SC(C(=O)Nc2cccc(OCC)c2)CC(=O)N1CC (stereo not given) | 104
COc1cc(C(=O)Nc2c(C)cc(C)cc2C)c(-n2cnnn2)cc1OC | 48
COC(=O)C1=C2SC(C)C(=O)N2C(N)=C(C#N)C1c1ccc(OC)c(OC)c1 (stereo not given) | 94
COc1ccc2nc(N3CCC(O)CC3)c(C#N)cc2c1 | 121
O=C(Nc1cccc2nsnc12)C1CC(=O)N(c2ccccc2)C1 (stereo not given) | 42*
CCCS(=O)(=O)N1CCN(c2ccccc2F)CC1 | 104
COCCN(CCOC)S(=O)(=O)c1ccc(C(=O)Nc2nnc(C)o2)cc1 | 19*
CCCc1nnc(NC(=O)Cn2c(=O)sc3ccccc32)s1 | 94
COc1cc(-n2c(=O)c3ccccc3n(Cc3cccnc3)c2=O)cc(OC)c1OC | 82
COc1ccc(Cl)c(Cn2c(NCC(C)O)nc3c2c(=O)n(C)c(=O)n3C)c1 (stereo not given) | 89
O=C(Nc1ccc(N2CCN(C(=O)c3ccccc3)CC2)c(Cl)c1)c1ccco1 | 93
c1csc(Cc2nn3c(-c4ccncc4)nnc3s2)c1 | 121
CCC/C(O)=C1\C(=O)CC(C)(C)CC1=NCCO | 99
Cn1c(-c2ccc(F)cc2)cnc1SCC(=O)NCc1ccco1 | 95
COC(=O)c1ccc(C(=O)OC)c(NC(=O)COc2ccccc2OC)c1 | 93
CCn1c(NCCc2ccc(OC)c(OC)c2)nc2c1c(=O)n(C)c(=O)n2C | 94
Cn1c(=O)n(Cc2ccccc2)c(=O)c2c1nc1n2CCCN1Cc1ccccc1 | 96
O=C(Nc1ccc(Cl)cc1)c1ccsn1 | 75
Cc1ccc2[nH]c(=O)c(CN(Cc3ccco3)C(=O)c3ccncc3)cc2c1 | 102
O=C(C1CC1)N1CCc2cc(Br)cc(S(=O)(=O)NCc3ccc4c(c3)OCO4)c21 | 74
COc1ccc(-c2nc(N3CCOCC3)nc3n[nH]c(N)c23)cc1 | 109
CCCCc1c(O)nc(SCC(=O)NCCc2ccc(OC)c(OC)c2)[nH]c1=O | 147
CCOC(=O)N1CCN(c2cc(NCCC(=O)O)c3c4c(onc24)-c2ccccc2C3=O)CC1 | 78
CCOC(=O)c1c(NC(=O)c2cccs2)sc2c1CCC2 | 88
CCOC(=O)C1CCN(C(=O)Nc2ccc3snnc3c2)CC1 | 95
COc1cc(=O)[nH]c(SCc2c(F)c(F)c(F)c(F)c2F)n1 | 86
Cc1nc2cc(NCc3nc4ccccc4n3Cc3ccccc3)ccc2n1C | 66
O=C(NCc1ccc(F)cc1)C1CCCN1C(=O)NCc1ccccc1 (stereo not given) | 111
The results go on:
SMILES | SK-BR-3 tox 24h
COc1nc(NS(=O)(=O)c2ccc(C)cc2)nc(C)c1Cl | 83
CCNC(=O)CC(=O)Nc1ccccc1C(=O)O | 88
COC(=O)c1cc(Br)c(=O)n(Cc2ccc3c(c2)OCO3)c1 | 102
O=C(CN(C(=O)CCNC(=O)c1ccco1)c1ccccc1)NC1CCCC1 | 95
Cc1cccc(-c2nsc(SCC(=O)Nc3cc(C)on3)n2)c1 | 88
NS(=O)(=O)c1ccc(Nc2nc(-c3ccc(O)cc3)cs2)cc1 | 95
CCOc1ccccc1NC(=O)C1CCCN(S(=O)(=O)c2ccc(OC)c(C)c2)C1 (stereo not given) | 91
CCOC(=O)C1C(=O)NC(SCC(=O)Nc2nccs2)=C(C#N)C1c1ccccc1OCC (stereo not given) | 112
CCOc1ccc(C)cc1S(=O)(=O)N1CCCCC1 | 98
CCCCCn1c(Br)nc2c1c(=O)n(CC(N)=O)c(=O)n2C | 85
CCOC(=O)Cc1c(C)c2c(C)[nH]nc2oc1=O | 108
CC1(C)Cc2c(C#N)c(N)n(-c3ccccc3)c(=O)c2CO1 | 101
COCCCNC(=O)C1CCC(=O)N1Cc1ccccc1Cl (stereo not given) | 78
CN(C(=O)c1ccc(Cl)cc1)C1=CCCCC1CCC#N (stereo not given) | 107
O=C(C1CCCN(S(=O)(=O)c2ccc(Cl)cc2)C1)N(Cc1cccs1)C1CC1 (stereo not given) | 110
O=C(NCc1cccnc1)c1ccccn1 | 93
N#CCSc1nnc(COc2cccc3ccccc23)n1-c1ccccc1 | 104
COC(=O)c1ccccc1NC(=O)CN(CCc1ccccc1)S(C)(=O)=O | 88
CCCNc1nc2c(c(=O)[nH]c(=O)n2C)n1Cc1cccc(Br)c1 | 58
O=C(CCNS(=O)(=O)c1cccc2nonc12)NCCc1ccc(Cl)cc1 | 102
Cc1nc(Nc2ccc(S(N)(=O)=O)cc2)oc1C | 94
CN(C)S(=O)(=O)c1ccc(C(=O)Nc2ccccc2C(=O)O)cc1 | 94
COC(=O)c1ccccc1NC(=O)c1noc2c1CCC2 | 83
c1ccc(-c2nnc(N3CCN(c4ccccn4)CC3)c3ccccc23)cc1 | 66
CC1Cc2ccccc2N1S(=O)(=O)c1ccc2c(c1)n(C)c(=O)c(=O)n2C (stereo not given) | 92
CN(C)S(=O)(=O)Nc1ccc(Oc2ccccc2)cc1 | 76
Oc1ccc(Nc2nc(-c3ccc(O)cc3)cs2)cc1 | 98
COc1ccccc1C(=O)Nc1ccc(S(=O)(=O)N2CCCC2)cc1 | 89

These rows are one share of the data; rates above refer to the full screens.
